# From PubChem BioAssay
# Ins promoter up = insulin promoter activators in MIN6 cells, imaging, high-content screening, mouse beta cells; MIN6 insulin promoter-GFP reporter; active compounds read high; z-score at 5 µM; 0.3% of 190,000 active; AID 1625, 2009;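 active = z-score above 3 at 5 µM with at least 500 cells counted in the well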
# ER stress rescue = rescue of cells from ER stress-induced death, primary screen, 384-well, CSM14.1, thapsigargin, ATP luminescence (AID 1222) | CSM14.1 thapsigargin-induced death rescue, ATP luminescence; higher % means a stronger effect | 190,000 tested, under 10 active | cellular ATP content (survival), % at 20 µM, or EC50 in µM where a hit was titrated;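 active = EC50 below 50 µM in the dose-response confirmation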;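 also: death triggered by thapsigargin at about 15 µM added after 2 h compound pretreatment; cell ATP read after overnight thapsigargin exposure of roughly 18 to 22 hours; normalized against plate controls of thapsigargin alone and 5% DMSO vehicle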
# MT stabilize HCS = microtubule stabilizers in HeLa cells, primary screen, imaging, high-content imaging; HeLa tubulin immunostaining HCS, 24 h; share of cells brighter than vehicle mean+2SD; % tubulin-high responders, % at 10 µM; 0.83% of 200,000 active;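 active = plate Z-score above 3 for both tubulin-high and condensed-nucleus cell shares, with cell loss under 80%, at 10 µM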;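 also: anti alpha tubulin signal scored within the nucleus-defined area of each cell; some results filed as inactive read as strong as hits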
# Lipid droplet = inhibitors of hepatocyte lipid droplet formation, primary screen, imaging, high-throughput imaging, BODIPY stain. AML12 mouse hepatocytes, oleate lipid droplets. inhibition, % at 6.5 µM. 0.4% of 240,000 active. AID 1656, 2009;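 active = lipid droplet intensity inhibited by at least 50%, with more than 500 cells counted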
#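 Test system: AML12 hepatocytes (mouse); reagent: oleate loading, 100 µM; dosing: one dose, 6.5 µM compound; incubation: overnight exposure; signal: fluorescence imaging, 20x objective, two fields per well; read-out basis: % inhibition of corrected integrated BODIPY droplet signal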
# PhoP inhibition = inhibitors of PhoP regulon expression, primary screen, Salmonella Typhimurium, GFP reporter (AID 1863); 0.16% of 300,000 active; inhibition, % at 50 µM; hits with a dose series show IC50 in µM; S. Typhimurium PhoP-regulated promoter GFP reporter, 4 h; higher % means a stronger effect;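 active = inhibition over 29.93%, a cutoff 3 SD above the screen mean, later confirmed by dose response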;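 also: 0% = low Mg2+ inducing control and 100% = high Mg2+ repressing control; strong numbers were not always called active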
# T cell modulator = modulators of CD8 T cell-vesicle binding, primary screen, mouse 2C CD8+ T cells, flow cytometry. 0.068% of 330,000 active. 2C CD8+ T cell-vesicle binding; active compounds read low. calls only at 7 µM;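 active = response, share of CD8 T cells binding vesicles, and their 90th percentile fluorescence all below set limits, cut at about 80% in these data, passing the limit was not always enough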
#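 Test system: purified 2C TCR transgenic mouse naive CD8+ T cells. Probe or stimulus: QL9-peptide-loaded Drosophila micro-vesicles bearing Ld, ICAM-1 and B7-1. Incubation: binding step 1.5 h, 37 °C, antibody labelling 20 min, ice. Measured by: flow cytometry of vesicle-bound cells.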
# Autophagy HCS = autophagy modulators in MEF cells, primary screen, imaging, high-content, MEF GFP-LC3; MEF GFP-LC3 puncta imaging; test concentration mostly 10 µM; calls only at 10 µM (by protocol); 0.98% of 190,000 active; AID 463193, 2010;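 active = percentage of spot-positive cells more than 3 SD above its plate mean, without a fluorescence outlier flag or 80% toxicity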;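 also: spot-positive cell cutoff set from DMSO-treated cells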
# Dynein cargo inh = inhibitors of GR-EGFP nuclear translocation, primary screen, dynein cargo transport inhibitor project, imaging, high-content, 3617.4 mouse cells; 0.47% of 220,000 active; test concentration mostly 20 µM; stimulated with dexamethasone, 1 µM; active compounds read low; z-score, hits read low;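 active = plate z-score of nuclear minus cytoplasmic receptor signal below a set negative limit, without overly bright fluorescence or cell loss, cut at about -3.5 in these data, passing the limit was not always enough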;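 also: z-score of nuclear minus cytoplasmic ring GR-EGFP intensity difference per well; some compounds called inactive have numbers as strong as hits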
#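 medium = tetracycline-free induction medium containing charcoal-stripped FBS | also added = 1.0 µM final dexamethasone stimulus | schedule = 48 h induction, 1 h compound, 30 min dex at 37 °C | technique = fixed, Hoechst-stained cells imaged at 10x for EGFP | measure = GR-EGFP nuclear translocation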
# b-catenin transl = modulators of beta-catenin nuclear translocation, primary screen, imaging, HeLa cells, immunofluorescence, high-content; 0.3% of 190,000 active; nuclear translocation activity, % at 5 µM;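 active = nuclear translocation activity above 50% at 5 µM, with a well cell count of 50 or more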;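 also: per-cell ratio of nuclear to cytoplasmic median beta-catenin stain intensity; plate controls were DMSO negative control for no effect and GSK-3 inhibitor IX positive control for full effect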
#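 Assay system: human HeLa cells, native beta-catenin; doses: 5 µM primary, 0.02–20 µM confirmation; incubation: compound treatment 24 h, 37°C, 5% CO2; technique: fluorescence imaging of beta-catenin antibody stain plus DAPI; measure: % activation, nuclear-to-cytoplasmic median beta-catenin signal ratio per cell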
# Dynein cargo inh cytoplasmic EGFP = second read-out of Dynein cargo inh, no call of its own (marks repeat the call); z-score; measured here: cytoplasmic GR-EGFP intensity; active compounds read high
# Dynein cargo inh nuclear GR-EGFP = second read-out of Dynein cargo inh, no call of its own (marks repeat the call); z-score; measured here: nuclear GR-EGFP intensity;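 lower value marks the stronger effect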
# Dynein cargo inh cell count = second read-out of Dynein cargo inh, no call of its own (marks repeat the call); z-score; measured here: cell count per field
# Ins promoter up cell count = second read-out of Ins promoter up, no call of its own (marks repeat the call); cell count; measured here: cytotoxicity, nuclei count;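 total cells summed across four imaged fields per well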
# Lipid droplet cells 6.5 µM = also measured in Lipid droplet; calls as there; cell count; measured here: cell count, cytotoxicity flag;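 cells counted across two imaged fields per well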
# b-catenin transl cell count 5 µM = further read-out of b-catenin transl, marked with its call; cell count; measured here: cell count, cytotoxicity flag
# T cell modulator vesicle-bound % = second read-out of T cell modulator, no call of its own (marks repeat the call); double positive events, %; measured here: CD8+ vesicle-bound cell fraction;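 binding gate set so that unloaded-vesicle control wells show 10% double positive cells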
# MT stabilize HCS Hoechst-high % = also measured in MT stabilize HCS; calls as there; % Hoechst-high responders; measured here: nuclear condensation Hoechst responders;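 share of cells brighter than vehicle mean plus two SD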
# MT stabilize HCS cytotoxicity % = second read-out of MT stabilize HCS, no call of its own (marks repeat the call); toxicity, %; measured here: cytotoxicity by cell density;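 0% = mean cell density of plate MIN control wells and 100% = no cells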
# Autophagy HCS cell loss 18 h = further read-out of Autophagy HCS, marked with its call; toxicity, %; measured here: cell loss, nuclei count;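 cell loss after 18 h compound exposure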
# * = called active by the depositor; i = inactive; . = no result given.
# Sequence of screens – Ins promoter up	Ins promoter up cell count	ER stress rescue	MT stabilize HCS	MT stabilize HCS Hoechst-high %	MT stabilize HCS cytotoxicity %	Lipid droplet	Lipid droplet cells 6.5 µM	PhoP inhibition	T cell modulator	T cell modulator vesicle-bound %	Autophagy HCS	Autophagy HCS cell loss 18 h	Dynein cargo inh	Dynein cargo inh cytoplasmic EGFP	Dynein cargo inh nuclear GR-EGFP	Dynein cargo inh cell count	b-catenin transl	b-catenin transl cell count 5 µM
COc1cc2cc(C(c3nnnn3C3CCCCC3)N(C)C3CCCCC3)c(=O)[nH]c2cc1OC (stereo unspecified)
  -0.35	1192	-5.4%	4.0	2.6	12.8	-0.6	767	-2.1%	i	58.6	i	18.3	-0.409	-0.167	0.0065	0.896	-4.3	1232
Cc1cc2c(=O)n(CC(=O)N3CCN(c4ccc(F)cc4)CC3)cnc2s1
  -0.2	1866	-2.3%	4.5	5.5	11.4	16.3	707	-15.9%	i	49.8	i	-10.5	-0.0577	-0.297	0.0415	-0.102	0.3	1111
Cc1cc2[nH]cnc2c([N+](=O)[O-])c1C
  0.13	1440	-0.6%	2.7	2.0	4.7	-8.7	676	1.9%	i	23.6	i	-26.8	-0.591	-0.216	-0.357	0.819	2.0	1366
CC(C)NC(=O)CN(Cc1ccccc1)S(=O)(=O)c1ccccc1
  0.12	1237	-1.2%	4.9	1.4	7.7	-4.0	785	1.5%	i	15.9	i	1.2	-0.276	-0.153	0.306	0.185	0.5	1024
O=C(CCC(=O)N1CCN(S(=O)(=O)c2cccc(F)c2)CC1)c1cccs1
  -0.99	1250	-1.3%	5.5	1.1	3.3	-17.1	661	-6.5%	i	48.2	i	2.9	0.082	-0.336	-0.0103	-0.0291	-0.5	953
CC(C)(C)c1ccc(/C=C/C(=O)Nc2ncccn2)cc1
  0.44	1298	-0.2%	1.1	3.4	10.5	12.0	648	-15.3%	i	49.0	i	6.6	-0.223	-0.277	-0.211	0.107	.	.
CCN(CC)c1ccc(NC(=O)CN2CCN(CC(=O)Nc3ccccc3F)CC2)cc1
  -0.39	1275	.	2.4	1.6	4.8	8.8	684	6.2%	i	49.5	i	2.0	0.544	0.325	0.785	-0.114	.	.
O=C(C[n+]1cccc2ccccc21)c1ccc(NC(=O)c2ccccc2)cc1
  1.06	1068	-1.7%	5.2	1.6	9.2	9.8	681	7.2%	i	47.7	i	-3.6	-0.646	-0.218	-0.408	0.426	3.4	1028
O=C1C(=O)N(CCN2CCOCC2)C(c2cccnc2)/C1=C(/O)c1ccc(Cl)cc1 (stereo unspecified)
  0.48	1475	0.3%	1.2	1.2	4.2	25.9	662	15.7%	i	42.3	i	-11.4	-0.39	-0.319	-0.675	0.832	0.5	1491
Cc1ccc2nc(SCC(=O)c3ccc4c(c3)OCO4)[nH]c2c1
  -0.06	1624	-1.4%	2.4	1.8	6.0	.	.	2.8%	i	16.4	i	-1.0	-0.511	-0.209	-0.883	0.0491	0.7	1339
NC(=O)C1=C[C@@H](c2csc3ccccc23)C[C@@H](OCc2ccc(CO)cc2)O1
  -0.37	899	.	.	.	.	-19.1	678	1.7%	i	22.3	.	.	-0.06	-0.852	-0.0022	0.109	0.5	1111
COc1cccc2c(=O)n(CC(=O)NC3CCCCC3)ccc12
  0.36	1667	-3.2%	4.9	3.1	0.7	-4.8	640	1.1%	i	55.3	i	11.5	-0.314	-0.214	-0.0532	0.387	0.0	1014
CCOC(=O)N1CCC(NS(=O)(=O)c2cc3c(cc2C)NC(=O)CO3)CC1
  0.02	1458	0.0%	0.9	1.4	7.2	.	.	-1.7%	i	18.2	i	-3.7	-0.657	-0.21	-0.0738	0.685	-1.5	752
COc1cccc(NC(=O)CC2C(=O)NCCN2C(=S)Nc2ccc(F)cc2)c1 (stereo unspecified)
  -0.7	1532	-1.6%	1.3	0.5	1.6	-8.9	683	9.4%	i	35.8	i	-12.0	1.82	-0.138	1.33	-1.35	-1.3	1046
O=C(CN1CCN(S(=O)(=O)c2ccc(Br)cc2)CC1)N/N=C/c1ccc(Cl)c([N+](=O)[O-])c1
  0.89	1306	0.1%	12.7*	26.1*	27.5*	-3.4	674	-6.8%	i	46.0	i	17.4	-1.2	0.373	-0.687	0.0271	-0.1	870
O=C(NC(Nc1nc2ccc([N+](=O)[O-])cc2s1)(C(F)(F)F)C(F)(F)F)c1cccnc1
  -3.96	690	0.4%	4.2	1.1	14.9	-20.6	617	9.8%	i	30.3	i	11.1	0.0178	-0.262	0.291	-0.217	-1.8	1095
CC/C(=N\NC(=S)NC(C)C)c1ccc(OC(F)F)cc1
  -0.05	1273	0.3%	2.7	1.9	2.7	2.8	682	2.6%	i	22.9	i	-8.1	0.0905	0.639	0.488	-0.237	-1.2	1110
COc1ccc(C2=NN(Cc3ccccc3)C3C(=O)NC(=O)C23)cc1 (stereo unspecified)
  0.57	1517	0.3%	4.5	1.5	20.4	-7.4	711	10.0%	i	17.2	i	4.1	0.00666	-0.249	0.685	-0.712	0.8	1627
COc1c(F)c(F)c(C(=O)Nc2c(C)cc(Br)cc2C)c(F)c1F
  0.64	1555	0.2%	1.8	1.2	2.0	-16.2	670	2.9%	i	45.6	i	2.3	-0.517	0.2	0.217	0.557	0.7	936
C=CCNC(=O)N1CCC(CO)(Cc2ccc(Cl)cc2)CC1
  .	.	0.4%	2.0	2.0	4.3	7.4	660	11.3%	i	44.1	i	0.2	1.01	-0.104	0.819	-1.4	0.8	861
COc1ccc(C(=O)Nc2sc(C)c(C)c2CN2CCOCC2)cc1
  0.03	1379	-6.6%	1.2	3.4	4.8	-9.9	713	-5.8%	i	12.6	i	6.4	-0.971	-0.29	-0.708	0.559	-2.4	534
CC(C)CCOc1cccc(OCC(=O)N(C)C2CCS(=O)(=O)C2)c1 (stereo unspecified)
  -0.07	1131	-1.1%	3.4	2.7	9.9	.	.	2.8%	i	24.2	i	-13.8	-0.499	-0.19	0.22	0.768	-2.0	1139
O=C(c1cn(-c2ccccc2)nc1-c1cccs1)N1CCN(c2ccc(F)cc2)CC1
  -0.67	993	-2.3%	5.9	2.6	1.8	.	.	-3.7%	i	30.7	i	7.0	-0.397	-0.347	-0.0326	0.292	5.0	1352
CC(=O)Nc1ccc(/C=C2\Sc3ccccc3C2=O)cc1
  0.13	1112	.	.	.	.	2.4	772	-6.2%	i	22.2	.	.	-0.348	-0.0996	0.161	0.255	0.6	1322
Cc1cc(=O)[nH]c(SCCOc2cccc(C(F)(F)F)c2)n1
  1.35	1378	0.3%	3.8	2.3	6.8	-0.2	676	-5.5%	i	9.2	i	2.8	-0.263	-0.101	-0.295	-0.633	0.2	965
COc1ccc(CCNC(=O)CSc2nc(-c3ccc(OC)c(OC)c3)ccc2C#N)cc1
  -0.35	1378	-0.3%	4.6	1.7	4.1	-29.9	604	-3.9%	i	41.9	i	24.2	0.534	0.166	0.562	-1.4	0.4	1034
COc1cc(/C=N/n2c(SC)nnc(C(C)(C)C)c2=O)ccc1O
  0.94	1286	0.2%	2.4	1.3	8.7	.	.	14.3%	i	40.1	i	12.2	-0.944	-0.349	-0.815	0.86	0.1	1157
COC(=O)c1ccc(C(=O)OC)c(=O)[nH]1
  1.21	929	.	.	.	.	19.7	414	-3.5%	i	45.8	.	.	2.47	-0.528	1.6	-1.99	-0.5	1394
O=C(CNC1CCCC1)Nc1cc(Cl)ccc1[N+](=O)[O-]
  0.05	1306	.	.	.	.	-2.8	695	3.1%	i	50.1	.	.	-0.33	-0.249	-0.255	0.353	-0.3	1069
CC(C(=O)NC1CCCCC1)N1CCN(C)CC1 (stereo unspecified)
  0.42	1034	.	.	.	.	-3.1	652	.	i	30.3	.	.	-0.0846	-0.716	-0.244	0.142	-1.3	1378
O=C(COC(=O)c1cccc2ccccc12)NCC1CCCO1 (stereo unspecified)
  -0.28	1303	-2.2%	3.4	2.0	19.4	0.8	703	2.4%	i	54.2	i	-4.2	0.114	-0.302	0.35	-0.108	-1.7	1104
O=c1[nH]cnc2scc(C3COc4ccccc4O3)c12 (stereo unspecified)
  0.93	1117	-1.3%	3.9	2.1	13.6	.	.	-5.4%	i	33.1	i	-52.8	0.38	-0.187	1.02	0.209	-1.1	1198
COc1ccc(/C=C(/Sc2nnc(-c3ccc(Cl)cc3)o2)C(=O)O)cc1
  0.33	1096	-2.2%	3.7	2.5	5.6	9.6	615	6.8%	i	14.9	i	-0.9	-0.408	0.327	0.276	1.03	2.0	975

# No enrichment for hits. About 3% of those tested had a hit in this group.
